Screens deposited in PubChem BioAssay by several laboratories.
Efflux pump inh: inhibitors of Candida antifungal efflux pumps expressed in yeast; inhibition, % at 10 µM; 330,000 compounds, 0.44% hits; S. cerevisiae Candida pump triplex, Nile Red efflux;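 active = plate passing quality check with inhibition over a set limit, or well fluorescence over plate mean plus 4 SD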;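 also: Nile Red retained in pooled yeast measured as flow cytometry median fluorescence; 0% = buffer negative control and 100% = Enniatin B positive control; higher means more Nile Red kept so more efflux inhibition; some compounds called inactive have numbers as strong as hits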
MCL1-BIM inh: disrupts human MCL1 binding to BIM-BH3 peptide; Q07820; GST-MCL1 / FITC-Bim-BH3 fluorescence polarization; inhibition, % at 10.9 µM; 320,000 compounds, 0.68% hits;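 active = inhibition above the mean inhibition of all tested compounds plus 3 SD, set per campaign, cut at about 40% in these data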;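 also: 0% = DMSO wells and 100% = unlabeled Bim-BH3 peptide control; higher means more loss of mP so more displacement of Bim peptide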
Target sequence (Q07820 whole entry, looked up): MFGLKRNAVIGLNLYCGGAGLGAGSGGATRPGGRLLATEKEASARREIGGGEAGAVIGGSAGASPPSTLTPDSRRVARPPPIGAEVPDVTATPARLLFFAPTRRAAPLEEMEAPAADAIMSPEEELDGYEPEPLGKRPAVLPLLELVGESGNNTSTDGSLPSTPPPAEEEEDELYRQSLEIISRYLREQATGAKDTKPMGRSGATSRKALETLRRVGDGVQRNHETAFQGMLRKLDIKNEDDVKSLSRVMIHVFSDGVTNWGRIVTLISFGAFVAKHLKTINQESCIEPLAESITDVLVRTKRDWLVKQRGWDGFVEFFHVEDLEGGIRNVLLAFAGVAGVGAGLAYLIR
GRK2 inh: human GRK2 inhibition via aptamer displacement. 330,000 compounds, 0.59% hits. inhibition of aptamer binding, % at 10 µM. AID 488847. bead flow cytometry, FAM-aptamer displacement from GRK2. P25098;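 active = inhibition of aptamer binding above 40%, roughly 3 SD of noise, on plates passing a quality check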;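 also: median bead fluorescence of bound FAM aptamer so fluorescent compounds give negative values; no value below 0 was filed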
VLA-4 inh: inhibition in a human VLA-4 binding assay; P13612; VLA-4 expressing cells, ligand binding flow cytometry; inhibition, % (about 7 µM as worked out from the volumes in the protocol); 330,000 compounds, 0.2% hits; in the data active = inhibition above about 50%
Bcl-xL primary: Bcl-xL (human) inhibition; 320,000 compounds, 0.7% hits; GST-Bcl-xL / FITC-Bim BH3 peptide fluorescence polarization; Q07817; inhibition, % at 10.9 µM;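 active = inhibition above the mean of all tested compounds plus 3 SD, cutoff set per campaign, cut at about 30% in these data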;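 also: 0% = DMSO wells and 100% = unlabeled Bim-BH3 peptide competitor; inhibitors lower millipolarization by displacing the labeled peptide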
Target sequence (Q07817 whole entry, looked up): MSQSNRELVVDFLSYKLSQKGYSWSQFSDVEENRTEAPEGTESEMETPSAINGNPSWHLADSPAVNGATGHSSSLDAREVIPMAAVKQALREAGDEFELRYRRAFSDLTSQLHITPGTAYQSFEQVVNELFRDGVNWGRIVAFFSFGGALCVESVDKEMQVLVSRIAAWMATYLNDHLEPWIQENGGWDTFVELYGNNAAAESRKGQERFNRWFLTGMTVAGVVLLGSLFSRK
GLD-1 RNA inh: GLD-1-TGE RNA interaction inhibition (C. elegans); inhibition, % at 5.96 µM; AID 2280; purified GLD-1 + fluorescein TGE RNA, fluorescence polarization; 320,000 compounds, 0.44% hits;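 active = percent inhibition above a per-plate cutoff, the plate mean of test compounds plus 3 SD, cut at about 30% in these data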;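 also: 0% = DMSO wells with GLD-1 and probe and 100% = wells lacking GLD-1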
PME-1 primary: blocks human protein phosphatase methylesterase 1. recombinant PME-1, FP-Rh probe fluorescence polarization. inhibition, % at 5.9 µM. 320,000 compounds, 0.53% hits;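 active = inhibition above the campaign mean of all compounds plus 3 SD, cut at about 26% in these data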;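 also: competitive labeling of PME-1 active site by serine hydrolase directed probe; 0% = PME-1 with DMSO and 100% = wells lacking PME-1 enzyme; inhibitors block probe labeling so polarization falls and inhibition rises; many of its hits are not listed in these tables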
Fam108B counter: Fam108B inhibition, counter-screen for RBBP9 inhibitors; recombinant Fam108B, FP-Rh probe fluorescence polarization; AID 1947; 300,000 compounds, 0.33% hits; inhibition, % at 9.51 µM;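 active = inhibition above the screen mean inhibition plus 3 SD, computed separately per campaign, cut at about 18% in these data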;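 also: inhibitors lower polarization as less probe binds the enzyme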
MEX-5 binding: C. elegans MEX-5 TCR-2 RNA binding activity. Q9XUB2. MEX-5/FITC-TCR2 RNA binding, fluorescence polarization; hits give low values. activity score (negative = inhibition of binding), % at 10 µM. 300,000 compounds, 0.38% hits. AID 1832;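 active = inhibition past about -25% in most replicates, and total fluorescence under double the plate's negative control median, limit read from the data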;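 also: 0% = DMSO and -100% = 5 µM competing unlabeled TCR2 RNA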
Target sequence (Q9XUB2 whole entry, looked up): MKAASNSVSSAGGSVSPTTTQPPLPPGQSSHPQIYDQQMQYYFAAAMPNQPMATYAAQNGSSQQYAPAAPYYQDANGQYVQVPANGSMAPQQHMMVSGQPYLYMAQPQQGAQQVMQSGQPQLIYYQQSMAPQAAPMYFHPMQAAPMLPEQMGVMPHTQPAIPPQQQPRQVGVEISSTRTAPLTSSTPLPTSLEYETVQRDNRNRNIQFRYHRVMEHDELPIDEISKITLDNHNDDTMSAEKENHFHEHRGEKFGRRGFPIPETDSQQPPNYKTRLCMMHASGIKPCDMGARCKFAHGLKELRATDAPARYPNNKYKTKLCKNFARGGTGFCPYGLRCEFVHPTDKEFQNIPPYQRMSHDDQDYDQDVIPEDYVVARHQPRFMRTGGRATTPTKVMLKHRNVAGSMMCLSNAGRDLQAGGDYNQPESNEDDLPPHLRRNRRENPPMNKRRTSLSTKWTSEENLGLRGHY
The depositor's hits bear a star; / = not tested or not shown. Only part of the results is shown (hit frequency here may not be typical).

SMILES	Efflux pump inh	MCL1-BIM inh	GRK2 inh	VLA-4 inh	Bcl-xL primary	GLD-1 RNA inh	PME-1 primary	Fam108B counter	MEX-5 binding
CNS(=O)(=O)c1cc(C(=O)OCC(=O)NC2CCCc3ccccc32)ccc1Cl (stereo not drawn)	-0.2	-3	6	2	3	-4	28*	3	-0.5
O=C(NC(Cc1ccccc1)C(=O)O)OCC1c2ccccc2-c2ccccc21 (stereo not drawn)	-0.2	9	3	-34	6	6	-6	-7	-0.7
CCOc1ccc(-c2noc(CCCC(=O)NC3CCCCC3)n2)cc1OC	0.2	3	0	5	2	1	3	0	0.2
O=C1c2ccccc2C(=O)N1CCc1csc(-c2cccc(Cl)c2)n1	-0.2	6	0	-1	4	1	4	-3	3.1
COc1ccc(CC2NCCC3=CC(=O)CCC32)cc1O (stereo not drawn)	0.0	0	0	2	7	5	2	1	-2.1
NC(=O)[C@@H]1CCCNc2c(F)cc([N+](=O)[O-])cc2C(=O)N[C@@H](CCC(=O)O)C(=O)N[C@@H](CO)C(=O)N1	0.3	-5	0	10	0	1	1	0	-0.5
COc1ccc(NC(=O)C(=O)c2cn(CC(=O)N3CCOCC3)c3ccccc23)cc1OC	0.0	0	1	-4	0	8	-6	0	-1.9
Cc1nc2ccccn2c1C(=O)NNC(=S)Nc1ccccc1	0.4	6	2	6	5	3	2	1	-3.4
O=C(CSc1nnc(CCCOc2ccc(Cl)cc2Cl)o1)Nc1ccc(C(=O)O)cc1	-0.3	12	0	-11	9	3	0	1	-1.7
Cc1cc(C(=O)CN2C(=O)NC(C)(c3ccccc3)C2=O)c(C)n1CC1CCCO1 (stereo not drawn)	-0.1	-6	4	-8	6	1	1	0	-2.2
CCn1c(SCC(=O)c2cc(C)ccc2C)nc2cc(S(=O)(=O)N3CCOCC3)ccc21	0.0	-2	2	6	0	4	-3	-2	-0.1
COc1ccc(NC(=O)C2CCCN2S(=O)(=O)c2ccc(Cl)cc2)cc1 (stereo not drawn)	0.0	5	4	14	-1	9	0	-3	0.5
CCCc1cc(=O)oc2cc(C)cc(OCC(=O)N3CCC(C(=O)O)CC3)c12	0.2	6	0	8	0	6	3	2	-1.5
BrC(/C=N/N1CCN(Cc2ccccc2)CC1)=C/c1ccccc1	0.0	-3	0	4	3	7	-3	2	1.4
O=C(CN1C(=O)COc2ccccc21)N1CCN(c2ccccc2F)CC1	0.0	-7	2	-12	-3	4	-3	-4	2.8
CC(C(=O)Nc1cccnc1)n1cc([N+](=O)[O-])cn1 (stereo not drawn)	0.0	9	3	32	2	2	7	-2	2.1
CCCCOc1ccc(CN2CCC(O)CC2)cc1	-4.2	-7	0	-13	4	1	-3	-3	-0.2
COCCn1c(=O)[nH]c2cc(C(=O)NCC3CCCO3)ccc2c1=O (stereo not drawn)	-0.2	4	0	7	0	-2	-4	0	2.1
COc1ccc(Br)cc1S(=O)(=O)n1c([N+](=O)[O-])cnc1C	0.1	8	2	45	1	-1	4	-1	1.7
CCN(CC)S(=O)(=O)c1ccccc1/C=N\O	-0.1	7	3	-13	2	8	-11	2	4.1
O=C(O)C1CCCN1c1nc(-c2ccc(Cl)c(Cl)c2)cc(C(F)(F)F)n1 (stereo not drawn)	0.2	9	4	14	8	1	-7	/	/
COc1ccc(Cn2nnc(C(=O)Nc3ccc4c(c3)OCCO4)c2N)cc1Br	0.0	0	2	0	0	3	-1	2	2.9
CCN1C(=O)[C@@H]2[C@@H](c3ccc(-c4ccc(F)cc4)c(OC)c3)N3CCCC[C@@]3(C(=O)OC)[C@@H]2C1=O	0.0	0	0	-11	-2	-25	-1	9	/
[O-][n+]1cccc(C(O)c2ccccc2)c1 (stereo not drawn)	0.3	-10	0	-8	0	-4	-8	-1	0.3
CCCC(=O)n1nc(-c2ccco2)nc1N	-0.2	1	1	4	1	3	-1	-3	2.4

The last four compounds of the part above come first, to join the parts.
SMILES	Efflux pump inh	MCL1-BIM inh	GRK2 inh	VLA-4 inh	Bcl-xL primary	GLD-1 RNA inh	PME-1 primary	Fam108B counter	MEX-5 binding
COc1ccc(Cn2nnc(C(=O)Nc3ccc4c(c3)OCCO4)c2N)cc1Br	0.0	0	2	0	0	3	-1	2	2.9
CCN1C(=O)[C@@H]2[C@@H](c3ccc(-c4ccc(F)cc4)c(OC)c3)N3CCCC[C@@]3(C(=O)OC)[C@@H]2C1=O	0.0	0	0	-11	-2	-25	-1	9	/
[O-][n+]1cccc(C(O)c2ccccc2)c1 (stereo not drawn)	0.3	-10	0	-8	0	-4	-8	-1	0.3
CCCC(=O)n1nc(-c2ccco2)nc1N	-0.2	1	1	4	1	3	-1	-3	2.4
CC(C)(C)NC(=O)C(c1ccc(F)cc1)N(Cc1ccco1)C(=O)CCC(=O)Nc1nccs1 (stereo not drawn)	-0.1	5	3	-3	2	5	11	1	-0.8
O=[N+]([O-])c1ccc(S(=O)(=O)NCC(c2cccnc2)N2CCOCC2)cc1 (stereo not drawn)	0.1	-12	0	8	-3	2	-1	5	1.7
CCCC(=O)Nc1cccc(S(=O)(=O)N(C)c2ccccc2)c1	-0.1	-6	0	8	2	2	-6	6	1.7
C/C(=C\C(=O)c1ccc(Br)cc1)NCc1ccc(C)cc1	-0.2	-5	0	11	2	-4	-6	-7	-1.3
C=CCn1c(N)c(C(=O)NCC2CCCO2)c2nc3ccccc3nc21 (stereo not drawn)	0.0	-5	2	-11	-1	-1	9	0	-2.4
C=CCn1c(SCC(=O)Nc2ccc3c(c2)OCCO3)nc2cc(C(=O)O)ccc2c1=O	0.0	4	1	9	6	4	6	/	/
CN(C)c1ccc(P(=O)(OCc2ccccc2)C(O)c2cccnc2)cc1 (stereo not drawn)	0.2	1	0	-50	1	-7	-2	-2	-3.2
CC(=O)c1ccc(N2C(=O)CC(N3CCN(S(=O)(=O)c4cc(C)ccc4C)CC3)C2=O)cc1 (stereo not drawn)	-0.1	/	6	-1	/	2	/	/	/
Cc1sc(NC(=O)c2ccco2)c(C(c2ccncc2)N2CCOCC2)c1C (stereo not drawn)	0.2	2	0	6	3	8	2	1	-2.5
C=CCOC(=O)C1=C(C)Nc2ncnn2C1c1cccs1 (stereo not drawn)	-0.3	0	3	-21	-1	-2	-7	1	2.2
COc1ccc(CNC(=O)c2csc(Cc3ccc(OC)cc3)n2)cc1	0.1	1	0	7	5	1	8	2	2.8
COc1ccc(S(=O)(=O)Nc2ccc(S(=O)(=O)NCC3CCCO3)cc2)cc1 (stereo not drawn)	0.1	4	2	-2	2	-3	-5	-2	-0.9
COc1ccc(OCC(O)Cn2c(Br)nc3c2c(=O)[nH]c(=O)n3C)cc1 (stereo not drawn)	0.1	-1	0	-1	2	-1	0	-5	-0.2
CC(=O)Nc1ccc(NC(=O)c2ccc(NS(=O)(=O)c3cc(C(C)(C)C)ccc3C)cc2)cc1	0.1	8	2	2	4	6	-38	-26	0.3
COc1ccc(NC(=O)C(NC(=O)CNC(C)=O)c2ccc(C)cc2)cc1 (stereo not drawn)	0.1	0	0	-9	1	-6	-1	5	0.9
CC(OC(=O)COc1ccc(C#N)cc1)C(=O)c1ccccc1 (stereo not drawn)	0.1	-9	2	8	-5	9	-7	/	/
CCc1noc(C)c1C(=O)N(CCCOC)c1c(N)n(Cc2ccccc2)c(=O)[nH]c1=O	-0.1	-3	1	9	-7	2	-4	0	-2.3
COc1ccc(NC(=O)C2CC(=O)N(c3cccc(C)c3C)C2)cc1 (stereo not drawn)	0.0	4	10	-6	1	1	-4	2	-0.7
CC(/C=N/Nc1ccc2nncn2n1)=C\c1ccccc1	0.5	-1	0	-123	-3	3	1	-2	-1.0
COc1cc2c(cc1OC)CN(CC(=O)Nc1ccc(C#N)cc1)CC2	-0.2	-10	0	9	-5	-3	-8	4	0.1
CC(C)c1nn2c(=O)cc(CSc3ccccc3NC(=O)c3ccccc3F)nc2s1	-0.1	7	0	24	6	5	-3	3	-2.4
CN(C)CCCNC(=O)N1c2ccccc2Sc2ccccc21	0.0	6	0	4	9	6	2	1	1.6
CCCCn1c(=O)c(C(=O)OCC)c(O)c2ccccc21	0.3	9	0	-7	6	4	-13	5	0.0
COc1ccc(NC(=O)CCn2ccnc2)c(OC)c1	-0.1	4	0	35	3	0	-3	3	-0.3
O=C(NNCC(O)COc1ccccc1)c1ccccc1 (stereo not drawn)	-0.3	0	0	25	-1	3	0	0	-3.7

4 entries from above, set out differently.
C=CCn1c(N)c(C(=O)NCC2CCCO2)c2nc3ccccc3nc21 (stereo not drawn)
  Efflux pump inh: 0.0 | MCL1-BIM inh: -5 | GRK2 inh: 2 | VLA-4 inh: -11 | Bcl-xL primary: -1 | GLD-1 RNA inh: -1 | PME-1 primary: 9 | Fam108B counter: 0 | MEX-5 binding: -2.4

COc1ccc(NC(=O)C2CC(=O)N(c3cccc(C)c3C)C2)cc1 (stereo not drawn)
  Efflux pump inh: 0.0 | MCL1-BIM inh: 4 | GRK2 inh: 10 | VLA-4 inh: -6 | Bcl-xL primary: 1 | GLD-1 RNA inh: 1 | PME-1 primary: -4 | Fam108B counter: 2 | MEX-5 binding: -0.7

COc1ccc(NC(=O)CCn2ccnc2)c(OC)c1
  Efflux pump inh: -0.1 | MCL1-BIM inh: 4 | GRK2 inh: 0 | VLA-4 inh: 35 | Bcl-xL primary: 3 | GLD-1 RNA inh: 0 | PME-1 primary: -3 | Fam108B counter: 3 | MEX-5 binding: -0.3

COc1cc2c(cc1OC)CN(CC(=O)Nc1ccc(C#N)cc1)CC2
  Efflux pump inh: -0.2 | MCL1-BIM inh: -10 | GRK2 inh: 0 | VLA-4 inh: 9 | Bcl-xL primary: -5 | GLD-1 RNA inh: -3 | PME-1 primary: -8 | Fam108B counter: 4 | MEX-5 binding: 0.1

The results go on.
SMILES	Efflux pump inh	MCL1-BIM inh	GRK2 inh	VLA-4 inh	Bcl-xL primary	GLD-1 RNA inh	PME-1 primary	Fam108B counter	MEX-5 binding
COC(=O)c1cn(C(=O)OC)c2ccccc12	0.1	-3	0	6	-1	-1	-8	-4	-0.6
Cc1nn(C(=O)c2cccnc2)c(C)c1C	0.0	4	8	12	8	5	0	7	-0.9
O=C(NC1CCCCC1)NC1CC2CCCC(C1)N2C1CCCC1 (stereo not drawn)	0.0	2	4	3	3	8	3	-1	-0.4
CC[C@@H](C)[C@H](NC(=O)CCc1c(C)c2cc3c4c(oc3c(C)c2oc1=O)CCCC4)C(=O)O	0.3	8	0	-6	7	-7	-4	-4	-0.5
CN(C)CCOc1ccccc1C(C)(C)C	0.1	4	3	-6	8	2	2	-2	1.1
Cc1nnc(NC(=O)Nc2cccc(Cl)c2)s1	0.6	6	0	-1	3	-3	-1	-3	-0.4
CCc1nnc(NC(=O)CN2CCN(CC)CC2)s1	0.0	-4	0	-5	-3	-6	-6	-4	-0.2
Cc1ccc2nsnc2c1NC(=O)c1ccccc1[N+](=O)[O-]	3.4	-1	0	-3	4	0	0	2	-0.9
O=C1/C(=C/c2ccc([N+](=O)[O-])cc2)C=C(c2ccccc2)N1c1ccccc1	-0.1	-13	0	-157	6	-16	-27	-17	-0.6
COc1cc(NC(=O)c2cccs2)c(OC)cc1NC(=O)Cc1ccccc1	-0.1	5	0	7	1	10	7	7	0.6
Cc1c(O)ccc2c(CC(=O)N[C@@H](Cc3ccc(O)cc3)C(=O)O)cc(=O)oc12	0.0	/	3	-2	/	/	/	/	2.5
CC1(C)c2[nH]c3ccccc3c2C[C@H]2C(=O)N(CCCO)CC(=O)N21	0.0	3	2	7	4	2	-1	-1	-0.7
Cc1ccccc1Nc1nc(Cl)c(C=O)s1	0.0	-33	0	-91	-23	-34	-1	1	-41*
